KB-3-1 tox = kills parental KB-3-1 adenocarcinoma cells; KB-3-1 viability, CellTiter-Glo ATP luminescence, 72 h; Potency, µM (highest dose often 46.1 µM), for the others: top-dose activity change, negative = cytotoxic, usual class: cytotoxic; 400,000 tested, 1.4% active; AID 1347075; further: potency means the concentration at half of the fitted maximal effect; on the % scale 0 is the no-effect control and ±100 the full control effect; nearly all actives have a fitted effect of over 60% in size
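Parental KB-3-1 viability, qHTS format: 72 h compound exposure, 37 °C; CellTiter-Glo; media-only wells and DMSO plates as controls; concentration-effect fits on corrected data.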
HT1080NT lethal = kills 2HG-producing HT-1080-NT fibrosarcoma cells; HT-1080-NT fibrosarcoma viability, CellTiter-Glo ATP luminescence, 48 h; Potency, µM (top dose mostly 46.1 µM), inactives show at the top dose activity, negative = less viability, actives largely listed as cytotoxic; 360,000 tested, 1.6% active;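 further: NT is the 2HG producing partner of a matched IDH1 knockdown line; potency means the concentration at half of the fitted maximal effect; 0% = DMSO-treated cells and -100% = media-only wells without cells; nearly all actives have a fitted effect of over 55% in size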
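750 cells/well, RPMI + 5% FBS; 2 h settle, compound pin-transfer, 48 h at 37 degrees C. CellTiter-Glo 10 min RT, luminescence. Normalized to DMSO and media-only wells.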
SW480 rereplic = DNA re-replication induction in SW480 cells | SW480 DNA re-replication, Hoechst DNA content imaging, 48 h | Potency, µM (highest dose often 46.1 µM), inactives show at the top dose re-replication activation, usual class: activators | 340,000 tested, 1.8% active | AID 624297; further: potency means the concentration at half of the fitted maximal effect; % of control where 0% means no effect; nearly all actives have a fitted effect of over 55% in size
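Image-based DNA-content assay: after two days of treatment, nuclei were labelled with the DNA dye Hoechst and imaged, and hits were compounds raising the count of nuclei showing high fluorescence intensity.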
KB-V1 MDR tox = KB-V1 MDR subline cytotoxicity. Potency, µM (series often up to 46.1 µM), without a hit: top-dose activity change, negative = cytotoxicity, actives largely listed as cytotoxic. KB-V1 MDR cells viability, CellTiter-Glo, 72 h. AID 1347076. 400,000 tested, 3.4% active; further: potency means the concentration at half of the fitted maximal effect; on the % scale 0 is the no-effect control and ±100 the full control effect; nearly all actives have a fitted effect of over 60% in size
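KB-V1 cells (P-gp-expressing MDR subline of KB-3-1) in phenol-red-free DMEM with 10% FBS were exposed to library compounds over a concentration series for 72 h at 37 degrees C. Viability read by CellTiter-Glo luminescence; concentration-effect curves fitted after normalization.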
IL1B secr inh = inflammasome signaling inhibition, IL-1 beta readout; THP-1 LPS/ATP IL-1B secretion, AlphaLISA, 16 h; active compounds read low; activity change, % at 57.5 µM; 360,000 tested, 4.7% active; in the data active means activity change below about -50%; inconclusive means mostly about -30% to -49%; further: on the % scale 0 is the no-effect control and ±100 the full control effect
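THP-1 cells pretreated 1 hr with compounds (up to 57.5 uM final), then stimulated with LPS (250 ng/mL final) plus ATP (1.25 mM final); secreted IL-1B measured by AlphaLISA after 16 hr, decreased signal indicating inhibition.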
MCF10A rereplic = induces DNA re-replication in MCF 10a normal breast cells; MCF 10A DNA re-replication, Hoechst nuclear intensity, 48 h; Potency, µM (top dose mostly 46.1 µM), for inactives: top-dose activity, positive = re-replication, most hits filed as activators; 350,000 tested, 2.9% active; AID 624296; further: potency means the concentration at half of the fitted maximal effect; % of control where 0% means no effect; nearly all actives have a fitted effect of over 50% in size
HEK293 tox = cytotoxicity counter-screen for GLP-1 receptor inverse agonists; Potency, µM (doses to about 38.3 µM), for inactives: at the highest dose activity change, negative = inhibition, hits mostly inhibitors; HEK293 cAMP-luciferase reporter cells, luminescence, 24 h; 410,000 tested, 0.13% active;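 further: loss of luciferase light is scored as toxicity; potency means the concentration at half of the fitted maximal effect; on the % scale 0 is the no-effect control and ±100 the full control effect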
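Compound-treated cells are incubated 24 hr at 37 deg C under 5% CO2 after a 12 hour attachment period, then luciferase detection reagent is added and luminescence is measured following 12 min at room temperature; lowered signal indicates toxicity.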
DRD3 agonist = D3 dopamine receptor (human) agonism | P35462 | 410,000 tested, 0.58% active | D3R DiscoveRx beta-arrestin cells, luminescence, 90 min | max activation, % | AID 652048; in the data active means max activation above about 30%; further: 0% is about no effect; mostly tested at two doses, the higher about 12 µM
Target sequence (P35462 whole entry, looked up): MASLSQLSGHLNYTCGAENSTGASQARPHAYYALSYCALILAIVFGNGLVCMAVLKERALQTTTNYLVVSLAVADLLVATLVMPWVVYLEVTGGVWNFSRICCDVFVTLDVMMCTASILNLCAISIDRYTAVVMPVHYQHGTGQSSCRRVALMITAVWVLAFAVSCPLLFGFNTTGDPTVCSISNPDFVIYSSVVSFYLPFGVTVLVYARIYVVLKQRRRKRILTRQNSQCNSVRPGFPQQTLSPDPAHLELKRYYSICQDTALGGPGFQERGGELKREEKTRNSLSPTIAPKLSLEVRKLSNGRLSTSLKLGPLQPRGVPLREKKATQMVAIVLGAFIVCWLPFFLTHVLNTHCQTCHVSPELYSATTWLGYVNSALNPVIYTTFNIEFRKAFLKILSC
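Agonist mode: compounds and dopamine controls were applied to plated cells for 90 min at 37 degrees C after an overnight attachment at 1500 cells/well. Luminescent read-out followed 30 - 60 minutes at room temperature with DiscoveRx detection reagent.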
HT1080 IDH1KD tx = HT-1080 IDH1 knockdown cell toxicity (counter line). 360,000 tested, 2% active. Potency, µM (highest dose often 46.1 µM), for the others: at the top dose activity, negative = toxicity, usual class: cytotoxic. AID 686971. HT-1080 IDH1 knockdown viability, ATP luminescence, 48 h;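 further: potency means the concentration at half of the fitted maximal effect; 0% = DMSO wells and -100% = cell-free medium wells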
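Viability of IDH1-knockdown HT-1080 fibrosarcoma cells was assessed by CellTiter-Glo after 48 h at 37 °C with titrated compound; concentration-effect curves were classified by fit quality and response size.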
* = called active by the depositor; i = inactive; u = inconclusive; x = no result given; [ ] = dose if it differs, or a comment. Unless noted, the call rests on the fitted dose curve; in most records, active means well fitted curve in the direction sought with a large enough effect; inconclusive means small, poorly fitted or top-dose-only effect, or another doubt; inactive means no such curve, though single readings can be large; an effect the other way counts as inactive or inconclusive.

SMILES	KB-3-1 tox	HT1080NT lethal	SW480 rereplic	KB-V1 MDR tox	IL1B secr inh	MCF10A rereplic	HEK293 tox	DRD3 agonist	HT1080 IDH1KD tx
Nc1c(/C=C2/C=CC(=O)C(O)=C2)c(=O)nc2sc(CC(=O)N3CCOCC3)nn12	0%	-5%	1%	6%	9	-2%	u	13	0%
Cc1ccc(-c2csc(NC(=O)C3CCN(S(=O)(=O)c4cccs4)CC3)n2)cc1	6.5µM*	-12%	u	9.2µM*	7	2%	-8%	-12	u
Cc1cc(NS(=O)(=O)c2ccc(NC(=O)Nc3cccc(Cl)c3)cc2)no1	9%	-2%	-5%	18%	0	17%	-4%	4	-7%
COC(=O)c1nn(-c2ccc(OC)cc2)c(=O)cc1Oc1cccc(Cl)c1	1%	12%	-3%	-5%	0	3%	10%	-3	11%
Cc1nc2ccccc2cc1C(=O)N/N=C/c1ccc([N+](=O)[O-])cc1	10%	4%	-8%	u	7	3%	9%	-23	7%
Cc1ccc(S(=O)(=O)N2CCN(C(=O)CN3CCCSc4ccccc43)CC2)cc1	0%	-4%	3%	-13%	-23	16%	12%	-12	-9%
CN(Cc1nccs1)C(=O)C1CCC(=O)N(Cc2ccccc2F)C1 (stereo not drawn)	x	0%	-7%	x	14	5%	1%	2	-16%
COC(=O)/C(=C1/Oc2ccc(C(C)(C)C)cc2S1)C(F)(F)F	16%	31%	-7%	u	0	-2%	6%	-2	u
CC(C)/C=C/CN1CCN(CCCc2ccccc2)C(CCO)C1 (stereo not drawn)	-21%	-17%	-55%[inhibitor]	6%	-9	-1%	10%	-17	1%
COc1cccc(CN(CC(=O)NCC2CCCO2)C(=O)CCC(=O)Nc2cc(C)on2)c1 (stereo not drawn)	-6%	6%	-5%	9%	15	-2%	2%	1	-1%
COc1cc(/C=N/N(c2ccccc2)c2ccccc2)ccc1O	u	18µM*	u	-10%	u	u	u	12	16µM*
Cc1ccc(S(=O)(=O)N2CCCC2)cc1C(=O)NCCOc1ccccc1	2%	0%	-14%	20%	8	2%	2%	2	-2%
O=C1C2C3C=CC(C4CC34)C2C(=O)N1Cc1ccccc1 (stereo not drawn)	-4%	u	u	-1%	0	-7%	11%	4	9%
Cc1ccc2oc(=O)n(CCOc3ccccc3Cl)c2c1	-17%	-6%	5%	-1%	-2	u	18%	-5	-6%
Cc1nnc(C)n1/N=C/c1cccs1	-3%	7%	-3%	7%	-1	-7%	-4%	1	8%
Cn1cc(/C=C/C(=O)c2ccccc2)c2ccccc21	-3%	-9%	u	u	-4	u	18%	-2	-19%
Fc1ccccc1NC(=S)NCCc1ccccc1	-2%	-1%	u	-6%	39	u	-19%	0	0%
O=C(CSc1nnc(-c2ccc(Cl)cc2)n1Cc1ccco1)Nc1ccc2c(c1)OCCO2	-11%	-23%	1%	4.1µM*	u	u	-19%	17	u
O=C1C=C(c2ccccc2)C(c2ccccc2)C1O (stereo not drawn)	-1%	15%	1%	u	7	0%	10%	-13	10%
COC(Cn1c(C)c(C(C)=O)c(C(C)=O)c1C)OC	1%	1%	-1%	7%	-4	-3%	19%	5	1%
CN(Cc1ccccc1)C(=O)C(=O)c1cn(CC(=O)N2CCCC2)c2ccccc12	-4%	2%	0%	0%	13	0%	-7%	0	0%
CCC(=O)Oc1ccc(NC(=O)CSCc2ccccc2)cc1	u	1%	-20%	4%	13	10%	-1%	3	3%
OCC1(CCCc2ccccc2)CCN(C2CCC2)CC1	-9%	-7%	u	-10%	-54*	u	9%	-8	-13%
c1ccc(-c2csc3ncnc(NCCCN4CCOCC4)c23)cc1	-15%	-25%	-3%	8.2µM*	-16	0%	-8%	-12	u
O=C(NCc1ccccc1F)c1cc(=O)[nH]c2ccccc12	14%	-15%	-19%	-1%	21	u	3%	4	-13%
CNS(=O)(=O)c1cn(CC(=O)Nc2ccc(C(C)=O)cc2)cc1S(=O)(=O)NC	20%	x	x	11%	x	x	4%	-6	x
Cc1cc(Cl)ccc1NC(=O)CN1CCC(C(O)(c2ccccc2)c2ccccc2)CC1	-10%	u	u	u	-61*	u	-11%	-7	u
Cc1onc(-c2c(Cl)cccc2Cl)c1NC(=O)NN(C)C	1%	11%	3%	11%	0	-2%	-3%	-14	7%
N#C/C(=C/c1ccc(N2CCCCC2)o1)C(=O)Nc1ccc2ccccc2c1	-23%	-4%	13%	u	-26	u	-6%	6	u
O=C(COC(=O)C1CCC1)NCc1ccc(F)cc1	-12%	6%	-4%	19%	3	0%	1%	-2	22%
O=C1NC[C@H](CCCCN2CCN(CCc3ccccc3)C(=O)C2=O)N(CCC2CCCCC2)C1=O	23%	23%	x	23%	-9	x	-1%	7	13%
COc1ccc(-c2cc3nc(C)c(CCC(=O)Nc4cccc(C(F)(F)F)c4)c(C)n3n2)c(OC)c1	-17%	x	x	20%	x	x	3%	5	x
CCOC(=O)C1CCN(C(=O)Cn2c(-c3cccs3)cc3cc(Cl)ccc32)CC1	1%	x	x	5%	x	x	-4%	3	x
CCN1CCN(C(=O)C(=O)c2cn(CC(=O)N3CCCC3)c3ccccc23)CC1	11%	11%	-23%	14%	i	4%	-1%	1	-8%
CCN1C(=O)[C@H]2[C@@H](c3ccc(-c4ccc(OC)cc4)cc3)N[C@@](C)(C(=O)OC)[C@H]2C1=O	-4%	8%	-58%[inhibitor][9.22 µM]	20%	9	8%	-6%	5	5%
CCOC(=O)C1=C(CNCCc2ccc(Cl)cc2)NC(=O)NC1c1ccc2c(c1)OCO2 (stereo not drawn)	-12%	u	13%	14%	u	9%	-22%	0	u
CN1CCN(C(=O)c2cc3sccc3n2CC(=O)c2ccccc2)CC1	0%	2%	-8%	-2%	4	15%	-31%	-38	2%
CCOc1ccc2[nH]c(=O)c(C(c3nnnn3CC3CCCO3)N3CCc4ccccc4C3)cc2c1 (stereo not drawn)	-3%	-3%	u	u	-24	16%	9%	1	9%
COc1ccc(C(=O)c2c(N)sc3c2CCN(C(=O)OC(C)(C)C)C3)cc1	-15%	-2%	u	u	x	u	2%	-1	-8%
COC(=O)c1c(NC(=O)CN2CCN(S(=O)(=O)c3ccccc3[N+](=O)[O-])CC2)sc2c1CCC(C)C2 (stereo not drawn)	2%	11%	u	u	-4	14%	-5%	1	1%
O=C(Cn1c(=O)n(-c2ccc(F)cc2)c(=O)c2sc3ccccc3c21)NC1CCCCC1	-2%	x	x	u	x	x	-17%	-6	x
COc1ccc2c(=O)c3c(=O)n(Cc4ccco4)c(C(C)C)nc3oc2c1	0%	3%	-5%	21µM*	-7	16%	-10%	-2	-9%
COc1cccc(-n2c(SCC(=O)NCCC3=CCCCC3)nc3n[nH]c(C)c3c2=N)c1	-10%	-14%	12%	13µM*	19	u	-10%	2	-24%
O=C(CN1CCN(S(=O)(=O)c2ccccc2)CC1)NCCc1ccccc1	10%	1%	u	u	i	0%	13%	-1	-4%
Cc1cc(=O)n(CC(=O)NCc2ccc(OC(C)C)cc2)c2c1c(C)nn2-c1cccc(F)c1	-3%	x	x	14%	x	x	9%	2	x
COc1cc(OC)c(C(=O)OCC(=O)NC2CCCCCCC2)cc1OC	u	4%	-4%	8.2µM*	36	2%	-7%	3	7%
O=C(CNC(=O)c1ccccc1Cl)N/N=C/c1ccc2c(c1)OCO2	-20%	-29%	u	11%	-5	29%	-10%	2	u
COc1ccc2nc(SCC(=O)Nc3cc(OC)c(OC)cc3C(=O)O)c(C)cc2c1	-3%	-4%	-2%	-14%	35	1%	-1%	7	0%
CC(OC(=O)C1CCCCC1)c1nc2ccccc2[nH]1 (stereo not drawn)	-9%	-1%	-8%	21µM*	31	-1%	-6%	-24	4%
CCOc1cc(NC(=O)c2cccs2)c(OCC)cc1NC(=O)CCC(=O)NCCN1CCOCC1	19%	-1%	2%	1%	-20	u	-11%	-10	2%
CC(C)(C)[C@H]1COC(=O)CCCC/C=C\C[C@H](CC(=O)NCCO)C(=O)N1	u	21%	-6%	u	9	1%	-8%	3	6%
CC(=O)c1ccc(N2CCN(C3C(=O)c4ccccc4N3C(C)=O)CC2)cc1 (stereo not drawn)	1%	x	x	20%	x	x	1%	4	x
CCOc1ccc(CC(=O)C2=C(N3CCOCC3)CC(C)(C)CC2=O)cc1OCC	3%	10%	-2%	0%	-13	5%	16%	-13	21%
COC(=O)CCCCCCCCCCN1CCCCC1	5%	5%	-1%	1%	17	u	-4%	3	12%
CC(NC(=O)C1CCN(c2nc3ccccc3nc2C(F)(F)F)CC1)c1ccccc1 (stereo not drawn)	-1%	x	x	-2%	x	x	-9%	3	x
Cc1nn(CC(=O)NCCc2ccccc2)c(=O)c2cccn12	0%	5%	-11%	u	0	19%	-4%	-8	0%
O=S(=O)(c1ccc(NC(=S)NCCC(c2ccccc2)c2ccccc2)cc1)N1CCOCC1	u	-27%	u	u	-16	5.2µM*	4%	2	u
O=C(Cc1csc(NC(=O)Nc2cccc(Cl)c2)n1)NCc1cccnc1	-15%	4%	-2%	-6%	u	5%	3%	-2	4%

Compound profiles (already shown). Values in the order: KB-3-1 tox, HT1080NT lethal, SW480 rereplic, KB-V1 MDR tox, IL1B secr inh, MCF10A rereplic, HEK293 tox, DRD3 agonist, HT1080 IDH1KD tx
`COC(=O)CCCCCCCCCCN1CCCCC1` is listed as 5%, 5%, -1%, 1%, 17, u, -4%, 3, 12%
`CCOc1cc(NC(=O)c2cccs2)c(OCC)cc1NC(=O)CCC(=O)NCCN1CCOCC1` is listed as 19%, -1%, 2%, 1%, -20, u, -11%, -10, 2%

Source: PubChem BioAssay (National Center for Advancing Translational Sciences (NCATS))
